NIH3T3 tox – Cytotoxic Profiling in NIH 3T3 Cell Line of Diverse Libraries Using Quantitative High-Throughput Screening | NIH 3T3 viability, CellTiter-Glo ATP luminescence, 48-72 h | Potency, µM (highest dose often 96.7 µM), inactives show at the highest dose activity change, negative = cytotoxicity, actives largely listed as inhibitors | hit rate 4.3% among 94,000; also: potency is read from the fitted curve at half-maximal effect; nearly all actives have a fitted effect of over 55% in size
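Cytotoxicity is measured as loss of cellular ATP: NIH 3T3 cells (400/well) are exposed to compound for 48 or 72 hr at 37 °C, then CellTiter-Glo luminescence is imaged after 10 min at room temperature.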
Luciferase inh – Firefly luciferase inhibition profiling of diverse chemical library using quantitative high-throughput screening; hit rate 2.5% among 76,000; Luciferin 4-monooxygenase (Photinus pyralis), P08659; Potency, µM (top dose mostly 115 µM), for the others: at the highest dose activity change, negative = inhibition, actives largely listed as inhibitors; purified P. pyralis luciferase, luminescence, biochemical; AID 1347043, 2019; also: potency is read from the fitted curve at half-maximal effect; nearly all actives have a fitted effect of over 65% in size
Target sequence (P08659 whole entry, looked up): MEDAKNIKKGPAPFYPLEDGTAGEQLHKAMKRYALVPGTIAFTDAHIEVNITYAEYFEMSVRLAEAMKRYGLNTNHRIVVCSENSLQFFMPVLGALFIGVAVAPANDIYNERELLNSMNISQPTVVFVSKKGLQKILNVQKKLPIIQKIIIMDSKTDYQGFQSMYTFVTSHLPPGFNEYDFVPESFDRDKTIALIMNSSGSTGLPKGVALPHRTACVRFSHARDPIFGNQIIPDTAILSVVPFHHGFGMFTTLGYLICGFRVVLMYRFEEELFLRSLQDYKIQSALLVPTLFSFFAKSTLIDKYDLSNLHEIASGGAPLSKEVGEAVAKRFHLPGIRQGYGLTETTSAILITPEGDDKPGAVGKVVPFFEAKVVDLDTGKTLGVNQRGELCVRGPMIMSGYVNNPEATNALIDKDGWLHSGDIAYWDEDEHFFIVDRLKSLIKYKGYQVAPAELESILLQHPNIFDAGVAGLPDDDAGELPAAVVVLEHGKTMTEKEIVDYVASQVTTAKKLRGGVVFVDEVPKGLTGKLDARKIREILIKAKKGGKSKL
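Luminescence read by CCD imaging after purified firefly luciferase (10nM final) was added to substrate buffer holding 10uM D-luciferin and 10uM ATP, pH 7.5, pre-dosed with compound.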
HEK cytotox – Cytotoxic Profiling in HEK 293 Cell Line of Diverse Libraries Using Quantitative High-Throughput Screening; HEK 293 viability, ATP luminescence (CellTiter-Glo), 48-72 h; Potency, µM (top dose mostly 115 µM), for inactives: at the highest dose activity change, negative = cytotoxicity, usual class: inhibitors; hit rate 6.6% among 94,000; also: potency is read from the fitted curve at half-maximal effect; nearly all actives have a fitted effect of over 60% in size
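Cytotoxicity was scored by loss of ATP-coupled luminescence (CellTiter-Glo) in HEK 293 cells. Compound treatment ran 48 or 72 hr at 37 degree Celsius, 5% CO2, 95% humidity.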
HEK293 viab – GF-AFC viability counterscreen for inhibitors of alpha-synuclein gene (SNCA) expression. HEK-293-SNCA-luc viability, GF-AFC fluorescence, 24 h. Potency, µM (series often up to 57.1 µM), inactives show top-dose activity change, negative = cytotoxicity, actives largely listed as cytotoxic. hit rate 0.12% among 150,000. AID 1671193, 2021;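 also: potency is read from the fitted curve at half-maximal effect; 0% = DMSO-treated cells and -100% = medium-only wells without cells; nearly all actives have a fitted effect of over 30% in size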
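Cytotoxicity counterscreen: after 24 h compound treatment of genome-edited SNCA-luciferase HEK-293 cells, live-cell protease substrate GF-AFC read by fluorescence after 30 min; activity scaled between DMSO (0%) and medium-only (-100%), curves Hill-fitted.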
IP6K1 inh – Primary qHTS assay for small molecule inhibitors of Inositol hexaphosphate kinase 1 (IP6K1). Inositol hexakisphosphate kinase 1 (Homo sapiens), Q92551. activity change, % (series mostly up to about 58 µM). hit rate 0.81% among 140,000. IP6K1 kinase, ADP-Glo luminescence, 2 h; hits give low values. AID 1645851, 2021; in the data active = activity change below about -25%
Target sequence (Q92551 whole entry, looked up): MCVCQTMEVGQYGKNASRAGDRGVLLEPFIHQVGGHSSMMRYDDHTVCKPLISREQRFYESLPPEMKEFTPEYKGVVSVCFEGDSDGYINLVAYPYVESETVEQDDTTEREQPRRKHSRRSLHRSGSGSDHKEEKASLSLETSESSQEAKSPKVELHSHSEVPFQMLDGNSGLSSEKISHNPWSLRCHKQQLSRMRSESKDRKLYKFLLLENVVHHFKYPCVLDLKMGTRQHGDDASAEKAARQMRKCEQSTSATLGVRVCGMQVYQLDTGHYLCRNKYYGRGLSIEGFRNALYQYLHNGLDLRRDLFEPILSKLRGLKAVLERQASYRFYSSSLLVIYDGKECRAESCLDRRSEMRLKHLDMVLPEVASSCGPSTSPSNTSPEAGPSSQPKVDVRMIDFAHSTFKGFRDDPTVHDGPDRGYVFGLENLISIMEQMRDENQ
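ADP-Glo luminescence measures ADP made by human IP6K1 during a 2 h RT reaction with ATP/IP6 (mix at 1.3 mM/130 uM); top library doses 57.5 and 19.1 uM final.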
GPT2 inh – Primary qHTS assay for inhibitors of Glutamate pyruvate transaminase 2 (GPT2); Alanine aminotransferase 2 (Homo sapiens), Q8TD30; Recombinant GPT2, coupled pyruvate oxidase/HRP Amplex Red fluorescence; Potency, µM (series often up to 57.7 µM), for inactives: at the top dose activity change, negative = inhibition, hits mostly inhibitors; hit rate 0.25% among 100,000; AID 1671188, 2021; also: potency is read from the fitted curve at half-maximal effect; nearly all actives have a fitted effect of over 60% in size; many of its hits are not listed in these tables
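Inhibition is scored from Amplex Red fluorescence generated when pyruvate oxidase and HRP act on pyruvate released by GPT2. Reactions contain 10ng/uL enzyme, 250uM a-KG and 2mM L-alanine and run 30 min at room temperature.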
SNCA expr inhib – Primary qHTS assay for inhibitors of alpha-synuclein gene (SNCA) expression. HEK-293 SNCA-luciferase knock-in, luminescence, 24 h. Potency, µM (highest dose often 57.2 µM), without a hit: at the top dose activity change, negative = inhibition, hits mostly inhibitors. hit rate 0.17% among 140,000;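 also: potency is read from the fitted curve at half-maximal effect; plate controls were DMSO cells for no effect and cell-free wells for full effect; nearly all actives have a fitted effect of over 45% in size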
The depositor's hits bear a star; i = inactive; ? = inconclusive; . = not tested or not shown; & = joins results of further samples; [ ] = another dose, or the depositor's remark. Unless noted, calls follow the shape of the dose curve; as a rule, active = well fitted curve in the direction sought with a large enough effect; inconclusive = small, poorly fitted or top-dose-only effect, or another doubt; inactive = no such curve, though single readings can be large; an effect the other way counts as inactive or inconclusive. Unless noted, % is scaled to controls: 0 for no effect and ±100 for the full control effect. A portion of the library; count on the stated rates, not on these rows.

Below each SMILES – NIH3T3 tox, Luciferase inh, HEK cytotox, HEK293 viab, IP6K1 inh, GPT2 inh, SNCA expr inhib
(1) O=C(Nc1ccccc1)[C@H]1CN2CC[C@H]1C[C@@H]2Cn1cc(CC2CCCCC2)nn1
→ ?, 5.4%[172 µM], -10.3%[172 µM], 3.8%[87.6 µM], 4.7, -3.7%[88.5 µM], -21.0%[87.6 µM]
(2) c1ccc(CCCN2CCN(CCOC(c3ccccc3)c3ccccc3)CC2)cc1
→ ., ., ., ?, ., ?, ?
(3) O=C(c1ccccc1)N1C[C@@H]2C[C@H](C1)c1c(/C=C/c3ccc(Cl)cc3)ccc(=O)n1C2
→ ?, 4.5%[172 µM], 89.1µM*, -12.0%[87.6 µM], -3.0, -8.8%[88.5 µM], -26.0%[87.6 µM]
(4) CCn1cc(CN2CCN(C(=O)Cc3ccsc3)CC2)ccc1=O
→ -10.5%, -22.6%, ?, 6.3%, -6.7, i, 11.2%
(5) COCC1OC(=O)c2coc3c2C1(C)C1=C(C3=O)C2CCC(=O)C2(C)CC1O (stereo unspecified)
→ ., ., ., -10.3%, -10.8, 1.8%[27.3 µM], .
(6) CN(C)c1ccc(C(=O)NC[C@H]2C[C@@H]3CCN2C[C@@H]3CN2CCOCC2)cc1
→ i, -3.8%[172 µM], 2.4%[172 µM], 1.5%[87.6 µM], -13.7, i, -24.9%[87.6 µM]
(7) Nc1ncnc2c1ncn2[C@@H]1O[C@@H]2COP(O)(=S)O[C@H]2[C@H]1O (stereo partly specified)
→ ., ., ., -11.9%[12.5 µM], 8.0, ?, .
(8) O=[S+]1([O-])NCC2(CCN(Cc3ccoc3)C2)Oc2ncccc21 (stereo unspecified)
→ i, ., i, -4.2%, 15.5, -2.2%, -14.9%
(9) NCCc1c[nH]c2ccc(O)cc12
→ ., ., ., -0.3%, ., i, 18.1%
(10) Cc1cc(C)n(CC(=O)N2[C@H]3CC[C@@H]2c2cnc(-c4ccc(F)cc4)nc2C3)n1
→ i, -5.9%, 2.9%, -0.3%, 1.4, i, 33.1%[activator]
(11) O=C(c1ccc2c(c1)OCO2)N1[C@H]2CC[C@@H]1c1cnc(-c3ccccc3)nc1C2
→ ?, ?, ?, -15.7%, 0.4, ?, 25.8%
(12) O=C(COc1ccccc1)N1[C@H]2CC[C@@H]1c1cnc(-c3ccc(F)cc3)nc1C2
→ ?, -6.6%, ?, 6.5%, -4.7, i, 7.9%
(13) CC1=C2C[C@H]3[C@@H](CC=C4C[C@@H](O)CC[C@@]43C)[C@@H]2CC[C@]12O[C@@H]1C[C@H](C)CN[C@H]1[C@H]2C
→ ., ., ., 17.2%, 0.3, i, .
(14) O=C(Cn1c(=O)oc2ccccc21)N1[C@H]2CC[C@@H]1c1cnc(-c3ccc(F)cc3)nc1C2
→ -21.5%, 0.0%, ?, 5.0%, 5.6, i, 41.8%[activator]
(15) C=C[C@H]1CN2CC[C@H]1C[C@@H]2CNC(=O)c1cc(OC)c(OC)c(OC)c1
→ 44.7µM*, -3.0%[172 µM], ?, -15.1%[87.6 µM], 8.5, -5.9%[88.5 µM], -2.0%[87.6 µM]

Single values from the results shown:
O=[S+]1([O-])NCC2(CCN(Cc3ccoc3)C2)Oc2ncccc21 (stereo unspecified) – SNCA expr inhib = -14.9%
Nc1ncnc2c1ncn2[C@@H]1O[C@@H]2COP(O)(=S)O[C@H]2[C@H]1O (stereo partly specified) – IP6K1 inh = 8.0

Other records.
Below each SMILES – NIH3T3 tox, Luciferase inh, HEK cytotox, HEK293 viab, IP6K1 inh, GPT2 inh, SNCA expr inhib
(16) FC(F)(F)CN1C2CCC1CN(c1nc(Cl)nc3nc[nH]c13)C2
→ ?, ., ?, -0.9%, -1.4, ?, -9.9%
(17) FC(F)(F)c1ccc(N2CCNCC2)nc1Cl
→ ., ., ., -9.2%, -5.6, -4.0%, .
(18) CCNC(=O)N1[C@H]2CC[C@@H]1c1cnc(-c3ccc(F)cc3)nc1C2
→ -20.3%, 3.3%, ?, 4.1%, 11.0, i, 33.6%[activator]
(19) COCCN1C[C@H]2CN(Cc3ccncc3F)CCN2C1=O
→ 5.0%[174 µM], -0.5%[172 µM], i, 2.6%[87.6 µM], -3.6, -2.4%[88.5 µM], 12.4%[87.6 µM]
(20) CC(C)(C)c1o[nH]c(=O)c1CC(N)C(=O)O (stereo unspecified)
→ ., ., ., -11.6%, ., i, 0.3%
(21) CN(C)C(=O)Oc1cc(OC(=O)N(C)C)cc(C(O)CNC(C)(C)C)c1 (stereo unspecified)
→ ., ., ., 62.5%[23.9 µM], -21.3, i, 18.8%[25.6 µM]
(22) CCNC(=O)NC[C@H]1C[C@@H]2CCN1C[C@@H]2c1cc(-c2cccs2)nn1C
→ -15.2%[174 µM], 14.5%[172 µM], -24.8%[172 µM], 4.9%[87.6 µM], 13.6, -7.6%[88.5 µM], -12.4%[87.6 µM]
(23) C#CCN(C)C[C@H]1CN2CC[C@H]1C[C@@H]2CNC(=O)NC(C)C
→ 2.8%[174 µM], 1.5%[172 µM], i, 2.2%[87.6 µM], 9.8, -10.6%[88.5 µM], 8.5%[87.6 µM]
(24) O=C(NC1CC1)[C@H]1CN2CC[C@H]1C[C@@H]2Cn1cc(-c2ccc(-c3ccccc3)cc2)nn1
→ ?, -8.3%[172 µM], ?, 4.8%[87.6 µM], 15.9, -2.5%[88.5 µM], -1.4%[87.6 µM]
(25) COc1ccc(OC)c(-c2cnc3[nH]cc(CC(=O)N4CCN(C)CC4)c3c2)c1
→ ?, -1.4%[172 µM], ?, 0.0%[87.6 µM], -6.6, 0.1%[88.5 µM], -13.8%[87.6 µM]
(26) CN1Cc2ccccc2-n2ccnc2C12CCN(C(=O)C1CCC1)CC2
→ i, -0.7%, 11.8%, -13.7%, 8.4, 1.9%, -21.2%
(27) COc1cc2c(cc1OCc1ccccc1)NC(=O)C21CCN(C(=O)c2cccnc2)CC1
→ ?, 15.9%, 50.1µM*, -14.4%, -15.6, -3.7%, -18.0%
(28) O=C(C1CCCCC1)N1C[C@@H]2C[C@H](C1)c1ccc(C3CCCCC3)c(=O)n1C2
→ 1.5%[174 µM], -4.5%[172 µM], -1.5%[172 µM], 1.0%[87.6 µM], 10.9, 5.0%[88.5 µM], -3.4%[87.6 µM]
(29) O=C1NCc2ccccc2CC12CCN(Cc1ccncc1Cl)C2 (stereo unspecified)
→ -13.8%, ., -21.1%, -4.5%, -6.5, i, 10.9%
(30) COC(=O)C1=CCCN(C)C1
→ ., ., ., -7.2%, -0.5, -5.6%&3.0%, -7.5%
(31) CN1CCN(c2oc(-c3ccc(COc4ccccc4)o3)nc2C#N)CC1
→ ., ., ., -6.2%, -4.6, ., 44.5%[activator]
(32) CCC1CC2CN3CCc4c([nH]c5ccccc45)C(C(=O)OC)(C2)C13 (stereo unspecified)
→ ., ., ., -7.5%, 5.2, -3.5%[27.3 µM], .
(33) Cc1ncc2c(n1)C[C@@H]1CC[C@H]2N1C(=O)COc1ccccc1
→ -12.4%, -7.0%, -18.6%, 11.6%, -2.8, i, -17.1%
(34) COc1cc2c(cc1OC1CCCC1)NC(=O)C21CCN(Cc2ccncc2)CC1
→ ?, -5.7%[172 µM], ?, -5.1%[87.6 µM], -16.3, -0.8%[88.5 µM], -3.6%[87.6 µM]
(35) O=C(Nc1ccc(=O)n2c1[C@@H]1C[C@@H](CN(S(=O)(=O)c3ccccc3)C1)C2)c1ccco1
→ i, 1.5%, -3.0%, -2.6%, -1.8, 1.1%, 7.4%

Taken from above (10 entries):
Below each SMILES – NIH3T3 tox, Luciferase inh, HEK cytotox, HEK293 viab, IP6K1 inh, GPT2 inh, SNCA expr inhib
(26) CN1Cc2ccccc2-n2ccnc2C12CCN(C(=O)C1CCC1)CC2
→ i, -0.7%, 11.8%, -13.7%, 8.4, 1.9%, -21.2%
(27) COc1cc2c(cc1OCc1ccccc1)NC(=O)C21CCN(C(=O)c2cccnc2)CC1
→ ?, 15.9%, 50.1µM*, -14.4%, -15.6, -3.7%, -18.0%
(28) O=C(C1CCCCC1)N1C[C@@H]2C[C@H](C1)c1ccc(C3CCCCC3)c(=O)n1C2
→ 1.5%[174 µM], -4.5%[172 µM], -1.5%[172 µM], 1.0%[87.6 µM], 10.9, 5.0%[88.5 µM], -3.4%[87.6 µM]
(29) O=C1NCc2ccccc2CC12CCN(Cc1ccncc1Cl)C2 (stereo unspecified)
→ -13.8%, ., -21.1%, -4.5%, -6.5, i, 10.9%
(30) COC(=O)C1=CCCN(C)C1
→ ., ., ., -7.2%, -0.5, -5.6%&3.0%, -7.5%
(31) CN1CCN(c2oc(-c3ccc(COc4ccccc4)o3)nc2C#N)CC1
→ ., ., ., -6.2%, -4.6, ., 44.5%[activator]
(32) CCC1CC2CN3CCc4c([nH]c5ccccc45)C(C(=O)OC)(C2)C13 (stereo unspecified)
→ ., ., ., -7.5%, 5.2, -3.5%[27.3 µM], .
(33) Cc1ncc2c(n1)C[C@@H]1CC[C@H]2N1C(=O)COc1ccccc1
→ -12.4%, -7.0%, -18.6%, 11.6%, -2.8, i, -17.1%
(34) COc1cc2c(cc1OC1CCCC1)NC(=O)C21CCN(Cc2ccncc2)CC1
→ ?, -5.7%[172 µM], ?, -5.1%[87.6 µM], -16.3, -0.8%[88.5 µM], -3.6%[87.6 µM]
(35) O=C(Nc1ccc(=O)n2c1[C@@H]1C[C@@H](CN(S(=O)(=O)c3ccccc3)C1)C2)c1ccco1
→ i, 1.5%, -3.0%, -2.6%, -1.8, 1.1%, 7.4%

Screening results from PubChem BioAssay.
